Assay outcomes: PubChem, several laboratories
hcDAF12 agonist: activators of H. contortus DAF-12 nuclear receptor | HEK293 hcDAF-12 lit1-tk-luc reporter, luminescence; 0% DMSO, 100% Δ7-dafachronic acid | activation, % at 6.8 µM | 370,000 tested, 1.4% active | AID 652067;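 active = activation above the mean of all tested compounds plus 3 SD, cut at about 5.5% in these data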;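 also: 100% = response to 3 µM Δ7-dafachronic acid high control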
SMARCA2 activ: increases SMARCA2 function in MMTV reporter cells; 370,000 tested, 1% active; MG213 cells, MMTV-luciferase reporter, dexamethasone, overnight; activation, % at 9.1 µM; in the data active = activation above about 7.8%;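 also: 0% = vehicle wells and 100% = reference activator wells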
FXN GAA850 act: increases GAA850 frataxin promoter reporter activity. activation, % at 6 µM. HEK293 lucGAA850 FXN promoter luciferase reporter, 24 h; percent of 10 µM SAHA response. 360,000 tested, 0.56% active. AID 540364;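 active = activation above the average of all compounds screened plus 3 SD, cutoff fixed separately per campaign, cut at about 7.5% in these data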;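 also: 0% = DMSO wells and 100% = 10 µM SAHA wells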
hgDAF12 agonist: hgDAF-12 agonism, primary luciferase screen | HEK293 GAL4-hgDAF12 UAS-luciferase reporter, agonist luminescence; normalized to butyrate control | activation, % at 6.8 µM | 370,000 tested, 1.8% active | AID 687014;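 active = activation above a cutoff set at the mean of all screened compounds plus 3 SD, cut at about 10% in these data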;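 also: 0% = DMSO wells and 100% = sodium butyrate wells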
NPR1 activator: GC-A (human) enzyme activation; HEK293 GC-A cells, cGMP TR-FRET, EC30 ANP; 0% at EC30 ANP, 100% saturating ANP; activation, % at 10 µM; 370,000 tested, 0.14% active; in the data active = activation above about 40%
ADAM17 inh: ADAM17 inhibition, QFRET primary screen | P78536 | recombinant ADAM17, EDANS/DABCYL FRET peptide cleavage | inhibition, % at 6.95 µM | 370,000 tested, 0.83% active;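 active = inhibition above the mean of compounds lying between control limits plus 3 SD, set per campaign, cut at about 8.5% in these data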;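 also: 0% = DMSO-only wells as the low control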
DAX1 inh-1: NR0B1 (DAX1) inhibition | P51843 | HEK293 Gal4-DAX1 luciferase reporter, luminescence | inhibition, % at 6.75 µM | 340,000 tested, 0.99% active | AID 504766;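 active = inhibition above the mean over all tested compounds plus 3 SD, cut at about 4.2% in these data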;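 also: 0% = DAX1-transfected cells with DMSO and 100% = empty-vector control cells with DMSO; inhibition shows as a rise in luminescence from relieved DAX1 repression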
Target sequence (P51843 207-470 limits assumed): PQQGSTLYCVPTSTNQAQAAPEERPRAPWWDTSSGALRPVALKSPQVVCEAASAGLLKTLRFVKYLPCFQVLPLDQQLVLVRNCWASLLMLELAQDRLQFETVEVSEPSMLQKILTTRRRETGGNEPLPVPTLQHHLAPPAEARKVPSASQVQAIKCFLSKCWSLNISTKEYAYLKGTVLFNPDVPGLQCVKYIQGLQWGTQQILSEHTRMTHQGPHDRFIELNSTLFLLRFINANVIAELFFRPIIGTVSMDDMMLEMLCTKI
DAX1 inh-2: DAX1 (NR0B1) inhibition, primary screen; HEK293T StAR-luciferase reporter, SF-1/DAX-1 repression relief; inhibition, % at 6.8 µM; 370,000 tested, 1.1% active; AID 652010;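 active = inhibition above the mean over all tested compounds plus 3 SD, cut at about 3.6% in these data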;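 also: 0% = DAX-1 cells with DMSO and 100% = cells lacking DAX-1 with DMSO; higher inhibition means more luminescence from relief of DAX-1 repression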
ssDAF12 agonist: activators of S. stercoralis DAF-12 nuclear receptor | HEK293 ssDAF-12/GRIP1 lit1-tk-luc reporter, luminescence; % of 3 µM dafachronic acid response | activation, % at 6.8 µM | 370,000 tested, 1% active | AID 652126;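 active = activation above the mean over all tested compounds plus 3 SD, cut at about 0.9% in these data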;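 also: 0% = DMSO-only wells and 100% = 3 µM delta7-dafachronic acid wells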
ADAM10 inh: inhibits human ADAM10 | O14672 | recombinant ADAM10, EDANS/DABCYL FRET peptide cleavage, 3 h | inhibition, % at 7 µM | 370,000 tested, 0.62% active | AID 720582;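 active = inhibition above a per-campaign cutoff equal to the mean of compounds falling between control-based bounds plus 3 SD, cut at about 20% in these data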;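 also: 0% = DMSO wells while the 100% control is not disclosed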
Target sequence (O14672 214-748 limits assumed): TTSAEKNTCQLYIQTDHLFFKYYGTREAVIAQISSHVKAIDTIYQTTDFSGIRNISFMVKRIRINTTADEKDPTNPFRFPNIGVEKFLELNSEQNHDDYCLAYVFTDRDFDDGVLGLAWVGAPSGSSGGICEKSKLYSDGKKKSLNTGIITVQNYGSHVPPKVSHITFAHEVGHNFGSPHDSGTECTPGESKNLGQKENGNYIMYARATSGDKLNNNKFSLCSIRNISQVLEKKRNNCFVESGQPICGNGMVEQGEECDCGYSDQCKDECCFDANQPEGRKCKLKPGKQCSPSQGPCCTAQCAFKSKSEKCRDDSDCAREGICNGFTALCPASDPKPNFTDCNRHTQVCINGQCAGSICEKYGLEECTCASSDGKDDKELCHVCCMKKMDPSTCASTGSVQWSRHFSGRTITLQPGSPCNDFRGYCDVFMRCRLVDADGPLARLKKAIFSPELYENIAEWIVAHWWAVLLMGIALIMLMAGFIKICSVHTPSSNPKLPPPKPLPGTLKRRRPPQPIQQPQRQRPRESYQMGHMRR
PG9 binder: binds the HIV-1 gp120 antibody PG9; TR-FRET gp120-PG9 antibody binding; inhibition, % at 6.7 µM; 360,000 tested, 0.43% active; AID 624416; in the data active = inhibition above about 8.5%
Active calls of the source: *; i = inactive; · = not tested or not shown.

SMILES	hcDAF12 agonist	SMARCA2 activ	FXN GAA850 act	hgDAF12 agonist	NPR1 activator	ADAM17 inh	DAX1 inh-1	DAX1 inh-2	ssDAF12 agonist	ADAM10 inh	PG9 binder
O=C(OCCO)c1cc(Cl)c(C(=O)OCCO)cc1Cl	-0.6	-1	-1.2	-0.9	5	-3	0.6	0.3	-1.2	4	-0.2
COc1ccc2c(c1)CC[C@@H]1[C@@H]2CC[C@]2(C)[C@@H](C(=O)O)C[C@@H]12	0.5	1	-0.4	1.1	-1	-3	0.0	-0.4	-1.3	-6	-1.2
Cc1ccc(C)c(NC(=O)C(OC(=O)c2ccc(C)s2)c2ccccc2)c1 (stereo not given)	5.8*	0	3.6	3.2	-5	-2	-0.6	0.7	-0.6	3	-0.5
Cc1nn(-c2ccccc2)cc1/C=N/O	-0.6	-1	-1.7	4.2	5	-5	5.2*	0.9	-1.1	-5	-0.8
Cc1nc2nc(SCC(=O)Nc3cccc(F)c3)[nH]c2cc1Br	0.4	-2	-0.3	0.4	-2	-2	1.3	-0.9	-1.1	-1	-0.5
O=C(Nc1ccccc1N1CCCC1)c1cccc(-c2cc3ccccc3oc2=O)c1	-0.5	-1	1.9	5.8	-4	-10	-1.3	-0.2	-0.5	-25	-2.6
CC(=O)N1CCc2cc(NC(=O)C3(C)CCN3Cc3ccccc3OC(F)F)ccc21 (stereo not given)	-4.1	-5	-5.6	-11	0	-1	·	2.4	-2.0	-2	-1.2
O=C(CCc1nc(-c2ccccc2Cl)no1)NCC1CCCO1 (stereo not given)	-0.9	0	1.9	-0.2	1	-7	1.5	-1.1	-1.5	-11	0.2
COc1ccc(NC(=O)c2ccc3c(c2)OCO3)cc1[N+](=O)[O-]	0.9	2	2.5	3.7	-2	0	-0.8	0.2	-0.3	-3	-2.7
Cc1nnc(C)c2c(C)n(Cc3ccc4c(c3)OCO4)c(C)c12	0.3	-3	0.6	-2.2	14	-17	-1.0	0.5	-1.0	-64	-0.4
CC(C)=CC(=O)N1CCCc2ccccc21	-2.2	0	1.8	-1.6	3	-1	0.7	1.0	-0.4	0	0.4
O=C(CCN1CCCCC1)Nc1ccc(Br)cc1	0.2	-1	1.0	-0.7	0	0	1.7	-0.1	-1.0	3	-1.6
O=C(CN1CCN(C(=O)CNC(=O)c2ccc3c(c2)OCO3)CC1)Nc1cccc(F)c1	0.0	-2	1.0	-1.2	0	-3	-0.2	2.0	-0.1	-9	1.2
O=C(NCc1ccco1)c1ccccc1NC(=O)C1CC(=O)N(c2ccc(Cl)cc2)C1 (stereo not given)	-0.5	-4	2.3	-2.2	4	-8	0.7	-1.0	-1.0	1	-0.1
COc1ccccc1CNC(=O)CNC(=O)c1sc2ccccc2c1Cl	-0.6	-3	0.4	1.1	-4	2	0.2	0.2	-1.1	3	0.7
Cc1cccc(C)c1NC(=O)C1(C)CSCC(=O)N1CCCn1ccnc1 (stereo not given)	-1.7	5	·	-0.8	3	-2	·	0.7	2.1*	-4	-1.7
Cc1nc(NCc2ccco2)c2c(C)c(C)sc2n1	-4.0	-8	-7.1	-8.0	4	-4	-2.9	-2.7	-2.6	-4	-1.3
C=CCn1c(SCC(=O)Nc2ccc(N3CCOCC3)cc2)nc2ccccc2c1=O	-0.8	0	2.7	-0.1	3	i	0.3	-0.5	-1.5	-4	-3.1
Cc1cccc(NC(=O)CNC(=O)C(NC(=O)Cc2ccccc2)C(C)C)c1C (stereo not given)	-0.1	4	0.1	-0.6	5	-1	0.0	-0.7	-0.9	-6	-0.7
Cc1ccc(C)c(NC(=O)C(c2ccccc2)N2CCN(CC(=O)NC3CC3)CC2)c1 (stereo not given)	2.2	3	0.4	0.4	-5	0	0.7	-0.5	0.0	-6	-2.0
COc1ccc(NC(=O)CCCc2ccccc2)cc1OC	0.3	5	4.3	8.8	2	0	4.2*	0.8	0.0	-4	-1.0
Cc1onc(C(=O)NN)c1C(=O)Nc1ncc(C(F)(F)F)cc1Cl	-1.0	-5	3.0	-2.1	6	1	0.1	0.5	-1.4	4	-2.0
COc1ccc(/C=N/NC(=O)c2cccc(NC(C)=O)c2)c(C(=O)O)c1OC	2.6	-1	-0.6	8.6	-1	-4	-0.1	-0.1	-1.5	-2	-1.6
CCOCCCNc1nc2c(C)cccn2c(=O)c1/C=C1\SC(=S)N(CC(C)C)C1=O	-1.0	5	1.3	1.0	4	-1	0.4	-0.1	-1.6	-1	-0.6
CCCCN(C(=O)c1ccc(OC)c([N+](=O)[O-])c1)c1c(N)n(CCC)c(=O)[nH]c1=O	-0.5	-1	2.1	4.1	0	-5	-0.3	-0.2	-1.1	1	-1.3
COc1ccc(C(=O)N2CCN(c3nnnn3-c3ccccc3)CC2)cc1OC	-0.2	0	-0.5	-1.2	2	2	-0.1	0.0	-0.9	1	0.3
Cc1ccccc1Cn1cnc2c(NS(C)(=O)=O)c(C)c(C)cc21	-2.4	-5	-0.9	-5.5	-3	-3	-1.0	-1.8	-1.5	0	-0.7
C=CCOc1ccc(Cl)cc1CNCCCN1CCOCC1	-1.2	-2	-0.9	-0.5	-7	7	0.0	0.2	-0.9	8	-1.2
CCOC(=O)c1cc(-c2ccccc2)n(CCC(=O)O)c1C	-1.8	-3	-2.3	5.5	1	-1	4.4*	-0.6	-1.2	4	-3.1
COc1ccc(Nc2cc(C)nc(N3CCOCC3)n2)cc1	-2.9	-1	3.3	2.4	2	-2	1.6	-0.8	-0.9	6	-0.1

Full records as entered above. Values in the order: hcDAF12 agonist	SMARCA2 activ	FXN GAA850 act	hgDAF12 agonist	NPR1 activator	ADAM17 inh	DAX1 inh-1	DAX1 inh-2	ssDAF12 agonist	ADAM10 inh	PG9 binder
`COc1ccccc1CNC(=O)CNC(=O)c1sc2ccccc2c1Cl` across the screens: -0.6	-3	0.4	1.1	-4	2	0.2	0.2	-1.1	3	0.7
`CCOCCCNc1nc2c(C)cccn2c(=O)c1/C=C1\SC(=S)N(CC(C)C)C1=O` across the screens: -1.0	5	1.3	1.0	4	-1	0.4	-0.1	-1.6	-1	-0.6
`O=C(OCCO)c1cc(Cl)c(C(=O)OCCO)cc1Cl` across the screens: -0.6	-1	-1.2	-0.9	5	-3	0.6	0.3	-1.2	4	-0.2
`Cc1cccc(NC(=O)CNC(=O)C(NC(=O)Cc2ccccc2)C(C)C)c1C` (stereo not given) across the screens: -0.1	4	0.1	-0.6	5	-1	0.0	-0.7	-0.9	-6	-0.7
`COc1ccc(Nc2cc(C)nc(N3CCOCC3)n2)cc1` across the screens: -2.9	-1	3.3	2.4	2	-2	1.6	-0.8	-0.9	6	-0.1

Two compounds picked at random from those above:
SMILES	hcDAF12 agonist	SMARCA2 activ	FXN GAA850 act	hgDAF12 agonist	NPR1 activator	ADAM17 inh	DAX1 inh-1	DAX1 inh-2	ssDAF12 agonist	ADAM10 inh	PG9 binder
Cc1cccc(NC(=O)CNC(=O)C(NC(=O)Cc2ccccc2)C(C)C)c1C (stereo not given)	-0.1	4	0.1	-0.6	5	-1	0.0	-0.7	-0.9	-6	-0.7
O=C(CCN1CCCCC1)Nc1ccc(Br)cc1	0.2	-1	1.0	-0.7	0	0	1.7	-0.1	-1.0	3	-1.6

Later entries.
SMILES	hcDAF12 agonist	SMARCA2 activ	FXN GAA850 act	hgDAF12 agonist	NPR1 activator	ADAM17 inh	DAX1 inh-1	DAX1 inh-2	ssDAF12 agonist	ADAM10 inh	PG9 binder
Cc1ccc(S(=O)(=O)c2c(C)nn(C(C)(C)C)c2OC(=O)C(C)C)cc1	-1.5	-5	-0.4	-1.6	0	0	-0.7	0.0	-1.4	5	1.1
O=C(COC(=O)CCC(=O)c1ccc(F)cc1)Nc1ccc(Cl)cn1	3.7	-3	1.2	0.6	2	3	0.0	2.5	-1.1	-15	1.6
COc1cc(S(=O)(=O)NCc2ccccn2)c(OC)cc1Cl	-0.8	-2	3.0	2.6	0	-7	1.5	0.3	-0.9	-15	-0.5
c1cncc(CNc2ncnc3ccc(-c4ccc5c(c4)OCO5)cc23)c1	0.1	-1	0.7	-0.2	15	-18	-0.1	0.8	-1.0	-60	-0.3
COc1cccc(CNC(=O)[C@H]2CCCN2C(=O)[C@H]2CCCN2S(=O)(=O)c2cccc(C)c2)c1	-1.3	0	·	-1.4	-1	-1	·	-0.2	-1.8	2	0.1
CC(=O)C1=C(C)Nc2ncnn2C1c1cccc(Br)c1 (stereo not given)	-0.9	-3	2.0	-2.0	2	-3	-0.6	-0.3	-1.5	7	0.1
O=c1cc(CO)oc(CN2CCN(Cc3ccccc3)CC2)c1O	-0.9	-2	0.2	0.4	2	-2	-0.3	0.7	-1.1	1	0.4
COc1ccc(NC(=O)CSCC(=O)Nc2cccc(S(=O)(=O)N3CCCCCC3)c2)cc1	-1.0	-3	-0.1	4.7	-2	3	2.2	-1.6	-1.7	6	-1.5
COC(=O)c1ccc2nc3c(cc2c1)[C@@H]1CCN2C(=O)CCC[C@H](C3)[C@H]12	1.2	0	1.5	3.8	-3	-4	1.9	0.9	-1.0	-4	-0.5
COc1ccc(/C(N)=N/OC(=O)/C=C/c2ccccc2)cc1	4.3	2	7.2	-1.0	6	-5	-0.3	0.0	-0.6	-14	1.0
COc1cccc(C(=O)C2CCCN(Cc3cccc(-n4cccn4)c3)C2)c1 (stereo not given)	0.4	-2	1.4	0.3	-9	-2	1.5	-0.4	-1.3	-1	0.9
Cc1ccccc1C(=O)NC(=S)Nc1ccc(S(=O)(=O)N(C)c2ccccc2)cc1	0.0	-1	0.5	-2.1	2	-2	-0.4	-1.1	-1.4	-3	0.4
CCOC(=O)C1=C(CN2CCc3ccccc32)NC(=O)NC1c1cc(C)ccc1C (stereo not given)	1.7	1	0.5	0.0	-15	1	-1.1	0.4	0.2	5	-0.9
CN1CCN(c2ccc(S(=O)(=O)N3CCCCC3)cc2NC(=O)CSCc2ccccc2)CC1	-0.1	-3	-1.0	2.1	1	-8	0.3	0.4	-1.2	-3	1.0
COC(=O)c1sccc1NC(=O)CC1C(=O)NCCN1C(=O)Nc1ccc(C(F)(F)F)cc1 (stereo not given)	-1.0	-1	2.4	-0.7	-5	-2	1.7	0.2	-0.6	5	-0.1
CN1CCN(c2ccc(S(=O)(=O)N3CCOCC3)cc2NC(=O)Cc2ccccc2F)CC1	0.0	-2	0.3	-0.7	-1	-1	0.1	-0.2	-1.4	-4	2.0
O=C(c1[nH]c(C(F)(F)F)nc1-c1ccccc1)N1CCN(c2ccccn2)CC1	-0.5	0	·	6.5	2	0	·	0.2	-0.8	3	-0.9
CN(Cc1ccco1)C(=O)CSc1nc(C2CC2)n(-c2ccccc2)n1	1.4	-1	1.4	0.3	3	-6	0.5	0.3	-1.0	-10	-1.8

Outcome played no part in choosing rows (roughly 6.8% active in at least one column).
